Assay outcomes (PubChem)
M1 ag: activates human CHRM1 receptor; P11229; CHO-K1 hM1, Fluo-8 calcium fluorescence, agonist mode; 0% DMSO, 100% acetylcholine EC100; activation, % at 3 µM; 0.33% of 360,000 active; AID 588814;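 active = activation above the run's mean compound activation plus 3 SD, cut at about 16% in these data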;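 note: peak over basal fluorescence ratio within a 140 s kinetic read after compound addition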
Target sequence (P11229 whole entry, looked up): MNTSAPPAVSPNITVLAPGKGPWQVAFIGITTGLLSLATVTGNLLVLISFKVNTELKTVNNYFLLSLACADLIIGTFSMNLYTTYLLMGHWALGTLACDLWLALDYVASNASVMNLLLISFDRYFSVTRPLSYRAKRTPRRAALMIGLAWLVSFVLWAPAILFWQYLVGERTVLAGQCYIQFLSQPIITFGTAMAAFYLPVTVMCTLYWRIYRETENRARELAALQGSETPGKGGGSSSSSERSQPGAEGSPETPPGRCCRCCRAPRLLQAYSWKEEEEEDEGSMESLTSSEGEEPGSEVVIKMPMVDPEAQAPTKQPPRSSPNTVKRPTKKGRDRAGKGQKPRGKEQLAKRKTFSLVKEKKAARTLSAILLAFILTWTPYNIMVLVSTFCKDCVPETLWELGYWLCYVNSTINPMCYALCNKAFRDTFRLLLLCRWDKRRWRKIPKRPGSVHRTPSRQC
CHO-K1 Ca antag: counter-screen for M1 antagonists: effect in parental CHO-K1 cells | 0.6% of 360,000 active | inhibition, % at 3 µM | ATP-induced calcium, Fluo-8 fluorescence | AID 602250;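 active = inhibition above a per-plate cutoff, the plate's mean sample inhibition plus 3 SD, cut at about 24% in these data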;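 note: 0% = DMSO plus EC80 ATP and 100% = DMSO alone without ATP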
M1 PAM parental: nonselective activator or artifact in parental CHO-K1 calcium assay; ATP EC20, Fluo-8 calcium fluorescence; 0% at ATP EC20, 100% at ATP max; activation, % at 3 µM; AID 602247; 0.02% of 360,000 active;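 active = activation above the run cutoff, the mean activation of all test compounds plus 3 SD, cut at about 40% in these data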;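 note: peak over basal fluorescence ratio in a 140 s read after ATP addition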
TAAR1 agonist: human TAAR1 agonism. 0.99% of 360,000 active. CHO RD-HGA16 TAAR1, Fluo-8 calcium fluorescence; vehicle wells 0%, saturating PEA agonist 100%. activation, % at 3 µM;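 active = activation above the mean activation of all test compounds in the run plus 3 SD, cut at about 38% in these data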
Target sequence (Q96RJ0 whole entry, looked up): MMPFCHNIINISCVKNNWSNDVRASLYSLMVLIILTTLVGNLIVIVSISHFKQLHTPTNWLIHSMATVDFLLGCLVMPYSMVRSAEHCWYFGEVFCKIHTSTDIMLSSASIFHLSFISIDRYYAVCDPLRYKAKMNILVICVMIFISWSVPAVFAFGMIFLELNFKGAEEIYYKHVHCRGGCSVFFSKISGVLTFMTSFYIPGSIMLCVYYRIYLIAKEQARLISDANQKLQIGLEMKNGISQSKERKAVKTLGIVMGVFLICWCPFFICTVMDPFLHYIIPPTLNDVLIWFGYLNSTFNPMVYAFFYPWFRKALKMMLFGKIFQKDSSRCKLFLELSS
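Test system: RD-HGA16 (CHO) cells co-expressing Gα16 and hTAAR1 / Benchmarks: DMSO vehicle as 0%, PEA at EC100 as 100% / Repeats: no replicates (n 1) / Measure: % activation from peak over basal fluorescence ratio, DMSO-to-PEA scaled / Timing: 17-24 h plating, Fluo-8 75 min 37 °C, 30 min RT / Technique: kinetic Fluo-8 calcium fluorescence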
TAAR1 antag: antagonists of human TAAR1 | Q96RJ0 | CHO RD-HGA16 TAAR1, Fluo-8 calcium fluorescence, antagonist | inhibition, % at 3 µM | 1.5% of 360,000 active | AID 624466;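 active = inhibition above a per-plate cutoff, the mean inhibition of test compounds on that plate plus 3 SD, cut at about 49% in these data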;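 note: 0% = DMSO plus EC80 beta-PEA response and 100% = DMSO alone without agonist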
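Test system: hTAAR1-expressing CHO RD-HGA16 cells, Gα16-coupled; Probe or stimulus: EC80 β-phenethylamine stimulus; Compound dosing: single nominal final test compound concentration of 3 µM; Timing: 140 s kinetic read after compound, 140 s after agonist; Signal: Fluo-8 calcium-sensitive fluorescence; Measure: % inhibition of agonist calcium response; Controls: DMSO and EC80 PEA controls.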
V1aR counter: V1a receptor agonism, counter-screen for OXTR agonists; CHO-V1R cells, Fluo-8 calcium fluorescence, agonist mode; 0% DMSO, 100% 3 nM vasopressin; activation, % at 3 µM; 0.25% of 320,000 active;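 active = activation above the mean activation of all tested compounds plus 3 SD, per screening run, cut at about 20% in these data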;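 note: signal is peak over basal fluorescence ratio across a 100 second FLIPR read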
OXTR potentiator: human OXTR potentiation | P30559 | CHO-OTR cells, Fluo-8 calcium fluorescence, potentiator mode; 0% = oxytocin EC15, 100% = EC100 | activation, % at 3 µM | 0.061% of 320,000 active | AID 2445;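 active = activation above that plate's cutoff, the mean activation of tested compounds plus 3 SD, cut at about 6.6% in these data, passing the limit was not always enough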;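 note: 100% uses oxytocin at 75 nM as the full agonist control; some results filed as inactive read as strong as hits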
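Material: CHO-OTR cells, human receptor; compound dosing: single dose, 3.0 µM nominal final compound concentration; schedule: 6 min compound pre-incubation at room temperature, 100 s kinetic read; measured by: kinetic Fluo-8 calcium fluorescence; read-out basis: % activation vs EC15 and EC100 oxytocin; controls: EC15 oxytocin alone as 0%, 75 nM oxytocin as 100%; replicates: singlicate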
CHO parental Ca: signal in parental CHO cells, OX1R antagonist counter-screen | inhibition, % at 5.6 µM | parental CHO-K1, ATP-induced calcium, Fluo-8 fluorescence | 0.63% of 330,000 active | AID 463079;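 active = inhibition above that plate's mean sample inhibition plus 3 SD, cut at about 26% in these data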;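 note: 0% = ATP-challenged DMSO wells and 100% = DMSO wells without ATP; some compounds past the cut are filed as inactive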
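Material: parental CHO cells / Compound: single nominal dose of 5.6 µM per compound / Signal: Fluo-8 fluorescence / Replicates: singlicate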
M1 ag parental: nonselective activator or artifact in parental CHO-K1 cells; activation, % at 3 µM; Fluo-8 calcium fluorescence; scaled to maximal ATP response, vehicle zero; 0.48% of 360,000 active; in the data active = activation above about 15%;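 note: untransfected CHO-K1 host cells lacking M1 receptor as counterscreen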
* marks the source's active call; other numbers are inactive results; nt = no result given.

No.	canonical_smiles	M1 ag	CHO-K1 Ca antag	M1 PAM parental	TAAR1 agonist	TAAR1 antag	V1aR counter	OXTR potentiator	CHO parental Ca	M1 ag parental
1	Cn1c(=O)c2cc(S(=O)(=O)NC(C(=O)NCc3cccnc3)c3ccccc3)ccc2n(C)c1=O (stereo unspecified)	-5	-5	5	0	-5	-0.2	-3	-1	0.7
2	CC(=O)c1cccc(NC(=O)C2=CC(c3ccc4c(c3)OCO4)=NS(=O)(=O)N2C)c1	0	8	-9	4	0	6.3	-10	11	3.3
3	O=C(NNS(=O)(=O)c1ccc(Cl)cc1)c1ccc(S(=O)(=O)N2CCCCC2)cc1	-7	1	11	0	-15	1.7	-13	-16	0.1
4	O=C1C2C3C=CC(C4CC34)C2C(=O)N1/N=C/c1ccc(-c2ccc(F)cc2[N+](=O)[O-])o1 (stereo unspecified)	-3	-4	19	16	42	2.2	-13	9	1.6
5	O=C(Nc1cccc2ccccc12)NC1CCCCC1O (stereo unspecified)	-2	-15	2	10	-17	-0.2	-8	-5	0.6
6	CCOC(=O)N1CCC(N2CCN(c3ccccc3)CC2)CC1	-3	-3	-9	1	7	0.5	-6	-10	-0.3
7	O=C(C1CCN(Cc2ccc(F)cc2)CC1)N(CCO)Cc1ccccc1	-4	-18	22	4	7	1.2	-9	-12	0.5
8	COc1ccc(CC(=O)OCC(=O)N2CCCc3ccccc32)cc1OC	-1	-15	16	3	-5	0.6	-6	-18	1.6
9	COc1cc2c(cc1OC)CN(C(=O)c1nn(Cc3ccccc3)c(=O)c3ccccc13)CC2	-2	-13	16	12	-14	-0.8	-4	-31	1.4
10	Cc1ccc(NC(=O)COC(=O)c2ccc(CN3CCCC3=O)cc2)cc1C	-3	-13	21	4	5	nt	nt	nt	5.9
11	CCC(Sc1nc(C)cc(C)n1)C(=O)Nc1ccc(Cl)cn1 (stereo unspecified)	-6	6	-6	2	-11	-1.1	-6	-15	-0.7
12	CC(C)=CCN1CCN(Cc2ccc(Oc3ncccn3)cc2)CC1CCO (stereo unspecified)	-10	-2	-11	2	-6	-0.6	-2	-17	0.1

The closing 3 compounds of the part above open the next one.
No.	canonical_smiles	M1 ag	CHO-K1 Ca antag	M1 PAM parental	TAAR1 agonist	TAAR1 antag	V1aR counter	OXTR potentiator	CHO parental Ca	M1 ag parental
10	Cc1ccc(NC(=O)COC(=O)c2ccc(CN3CCCC3=O)cc2)cc1C	-3	-13	21	4	5	nt	nt	nt	5.9
11	CCC(Sc1nc(C)cc(C)n1)C(=O)Nc1ccc(Cl)cn1 (stereo unspecified)	-6	6	-6	2	-11	-1.1	-6	-15	-0.7
12	CC(C)=CCN1CCN(Cc2ccc(Oc3ncccn3)cc2)CC1CCO (stereo unspecified)	-10	-2	-11	2	-6	-0.6	-2	-17	0.1
13	COc1ccc(NC(=O)COc2ccc(C(=O)c3ccc(F)cc3)cc2)cc1S(N)(=O)=O	-3	4	-21	3	22	0.6	-4	5	2.1
14	CCN(C(=O)CSc1nc2n[nH]c(C)c2c(=N)n1-c1ccc(Cl)c(C)c1)c1cccc(C)c1	-1	-10	14	-2	-26	0.2	-1	-20	-0.2
15	CCNC(=S)N1CCN(c2nc(-c3ccc(F)cc3)cs2)CC1	3	2	1	3	44	7.5	-24	65*	9.9
16	CCOC(=O)C1(Cc2cccc(OC)c2)CCCN(C(=O)c2cc(CC(C)C)[nH]n2)C1 (stereo unspecified)	-5	0	-15	1	-6	-0.2	-9	-32	0.2
17	C=CCOC(=O)C1=C[C@@H](c2ccccc2)C[C@@H](OCc2ccc(CO)cc2)O1	-4	-10	-2	1	14	-0.1	-1	-8	0.1
18	COc1ccc(OC)c(C(=O)N(C[C@H]2CC[C@@H]([C@@H]3CC[C@H](CO)O3)O2)C(C(=O)NC(C)(C)C)c2ccc(-c3ccccc3)cc2)c1 (stereo partly specified)	1	-9	-10	-1	-28	nt	nt	-36	0.0
19	O=C(O)C(Cc1ccc(F)cc1)c1ccccc1 (stereo unspecified)	-3	-10	20	0	-26	-0.5	-7	-2	-0.3
20	OC(c1ccc(F)cc1)c1ncc(-c2cccc(C(F)(F)F)c2)[nH]1 (stereo unspecified)	6	22	-13	6	6	nt	nt	nt	0.8
21	COc1ccc(C(O)Cc2nccn2C)cc1 (stereo unspecified)	-6	-8	11	1	-15	3.2	-4	-9	0.1
22	CCOc1ccc(C(=O)NCC(=O)OCC(=O)NC2CCCC2)cc1	-11	4	-6	-1	9	1.0	1	-15	0.0
23	CCCS(=O)(=O)NC(=O)C1(C)CCCN(C(=O)c2cccc(C)c2C)C1 (stereo unspecified)	-2	13	-7	nt	nt	nt	nt	nt	0.2
24	S=C(NCc1ccccc1)N1CCN(C2CCCCC2)CC1	-4	-11	17	2	-13	0.4	0	-16	11
25	COC(=O)/C=C1/SC(=NC(=O)c2ccc(OC)cc2)NC1=O	-3	-8	15	2	-6	-0.7	-2	-23	1.2
26	COc1ccc(OC)c(-c2csc(NC(=O)C3CSC4(C)CCC(=O)N34)n2)c1 (stereo unspecified)	-1	-13	17	1	-1	-1.1	-7	-22	1.5
27	O=C(Oc1ccccc1)c1ccccc1	-1	-5	12	3	-9	nt	nt	nt	-0.2
28	CS(=O)(=O)N(CCc1ccccc1)CC(=O)NCc1ccccn1	-2	-8	8	1	12	1.3	-12	-2	-0.1
29	CN1CCC(Oc2ccc(Sc3ccccc3)cc2)CC1	12	-6	11	17	-4	11	-9	4	2.4
30	Cc1cc(C)cc(N(CC(=O)NCc2ccccc2Cl)S(=O)(=O)c2c(C)[nH]c(=O)[nH]c2=O)c1	-2	-7	3	10	-22	0.0	-12	-13	-0.1
31	CCCCNc1c(-c2cccc(-c3cc(C(C)=O)cs3)c2)nc2cc(C)ccn12	-7	12	-18	14	78*	-0.5	-10	-13	2.7
32	COC(=O)c1ccc(C(=O)N2CCCC(N3CCN(c4ccccc4)CC3)C2)nc1 (stereo unspecified)	-4	-11	14	1	-21	-0.2	-2	-20	0.9
33	O=C(c1cccs1)N1CCCC(c2nc3c(nnn3Cc3ccccc3)c(=O)[nH]2)C1 (stereo unspecified)	-5	-5	19	1	-8	1.1	-4	-23	0.0
34	CC(=O)c1ccc(-c2cnc3c(NC=O)cc(-c4ccc(S(C)(=O)=O)cc4)cn23)cc1	-5	-9	-2	-1	-35	nt	nt	nt	-0.6
35	O=C(c1ccccc1CCc1ccccc1)N1CCN(c2ccccn2)CC1	-3	-4	17	6	3	5.4	-4	-20	2.0
36	O=C(NC(Cc1c[nH]c2ccccc12)C(=O)NCc1ccc(F)cc1)OCc1ccccc1 (stereo unspecified)	-5	6	3	12	37	-0.2	-8	-13	3.8
37	O=C1NCCN1CCNS(=O)(=O)c1ccccc1[N+](=O)[O-]	-4	-11	-20	0	3	0.4	-2	-1	-0.1
38	CC(C)CCNC(=O)c1cn(CC(C)C)c(=O)c2c1c1ccccc1n2C	-5	5	5	3	-9	-0.3	-18	-9	0.1
39	CN(C)c1ccc(N=Nc2ccccc2C(=O)OCC(=O)N2CCCC2)cc1	-8	0	20	4	-4	-0.5	-3	-16	11
40	Cc1ccccc1CNc1ccc(C(CC(N)=O)NC(=O)c2ccccc2)cc1[N+](=O)[O-] (stereo unspecified)	-7	-9	1	11	20	1.5	-1	3	-0.2
41	COc1ccc(/C=C(/NC(=O)c2ccccc2)C(=O)NCCCn2ccnc2)cc1OC	-3	1	6	3	-4	0.1	-8	-6	0.0
42	CCN(CC)c1ccc(/C=N/N2CCN(Cc3cccc4ccccc34)CC2)c(O)c1	-5	-13	23	1	8	0.0	-1	-7	0.5
43	O=C1Cc2ccccc2C(c2c(Cl)cccc2Cl)N1 (stereo unspecified)	1	-8	-13	4	-6	0.5	-17	3	0.1
44	Cc1cc(C)nc(Sc2ncnc(N)c2[N+](=O)[O-])n1	0	2	-11	1	-4	-0.2	-11	3	0.2
45	CC(C)Oc1ccc(S(=O)(=O)N2CCOCC2)cc1NC(=O)C1=COCCO1	-4	-4	5	-1	-14	-1.2	0	-16	1.4
46	COC(=O)c1c(NS(=O)(=O)c2ccc(C)cc2)sc2c1CCC(C)C2 (stereo unspecified)	-5	-7	21	5	-3	-0.7	3	-1	0.6
47	CC(=O)N1CCCc2cc(S(=O)(=O)N(C)Cc3ccccc3)ccc21	2	0	6	10	6	8.3	-21	-9	6.8
48	Cc1cc(C(=O)NCCc2ccc(Cl)cc2)no1	-4	-9	7	1	-8	0.5	0	-19	2.4
49	Cc1ccccc1NN1C(=O)C=CC1=O	-1	-7	19	1	-25	0.6	-3	-6	-0.2
50	O=Cc1ccc(OCc2cn3ccccc3n2)cc1	-9	-15	6	0	-26	0.5	-3	-8	0.3
51	COc1ccc(NC(=O)CCCN2C(=O)CCC2=O)cc1Cl	-3	-5	4	0	5	1.0	-8	10	0.1
52	CCC(=O)Nc1nnc(S(=O)(=O)N(CC)c2ccc(OC)cc2)s1	-1	17	-28	-2	-18	0.0	-16	-11	-0.3
53	Cc1nn(C)cc1CNC(=O)c1ccccc1Br	1	0	13	17	-4	0.7	0	-9	0.0
54	CCc1ccccc1NC(=O)CN(C)C(=O)Cn1cnc2ccc(Cl)cc2c1=O	1	-15	17	14	-11	0.8	-7	-20	-0.3
55	CC(O)(c1ccccc1)c1nc(-c2cccc(F)c2)cs1 (stereo unspecified)	-6	10	-7	-1	0	nt	nt	nt	0.6
56	O=C(O)CCC(=O)N1CCC(n2nnc3cc(C(F)(F)F)ccc32)CC1	-3	-14	13	0	8	0.3	-3	0	0.5
57	Cn1c(CNC2CCCCC2)c(C#N)c2ccccc21	-5	-7	9	3	-9	1.0	-8	-7	0.1
58	CCc1nnc(NC(=O)c2cccnc2)s1	-3	-15	8	5	0	-0.4	-3	-13	0.2
59	C/C=C1\COC(C(=O)NCCN2CCCC2)(C(F)(F)F)C=C1C=C1CCCCC1 (stereo unspecified)	-7	0	10	26	-4	-0.2	-7	-18	2.5
60	CCc1ccc(OCC(=O)N(CC)CC)cc1	-8	1	10	0	11	0.4	3	-13	0.4
61	CN(Cc1ccccc1)C(=O)COC(=O)COc1ccc(C#N)cc1	-1	-1	-12	0	-20	5.1	-9	5	2.3
62	CCCCn1c2ccccc2c2cc(CC(N)=O)ccc21	-4	0	5	2	-16	-2.3	-3	-16	1.8
63	CN(CC(=O)Nc1ccccc1Br)C(=O)c1ccccc1Sc1ccccc1C#N	-5	-5	-16	4	4	nt	nt	nt	2.6
